Screens (PubChem BioAssay)
LGR2 antag: inhibitors of bursicon-induced Drosophila LGR2 receptor cAMP signaling; HEK293 LGR2, CRE-luciferase, bursicon-stimulated, 4 h; inhibition, % at 9.99 µM; 380,000 tested, 0.35% active;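 active = drop in luminescence signal, shown as inhibition above about 50% in the replicate tests, limit read from the data, passing the limit was not always enough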;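 note: agonist challenge used bursicon conditioned medium at about half maximal strength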
SIRT5 block: blocks human SIRT5 desuccinylation of peptide | Q9NXA8 | Purified SirT5, succinyl-peptide AMC, trypsin-coupled fluorescence | inhibition, % at 15 µM | 330,000 tested, 1.1% active | AID 652115; in the data active = inhibition above about 15%
XiGFP reactiv: activators of X-chromosome reactivation in mouse fibroblasts; 360,000 tested, 0.055% active; XiGFP mouse fibroblasts, % GFP-positive cells imaging, 3 d; cells co-treated with 5-aza-dC sensitizer; scaled so ellipticine positive control = 100%; AID 743238; activation, % at 7.58 µM;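 active = mean normalized replicate activation at least 10% and every replicate at or above 10%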;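 note: 0% = median of on-plate neutral control wells and 100% = ellipticine 6 µM median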
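Assay system: SV40-immortalized XiGFP fibroblast cells, line 68-5-11; buffer or medium: DMEM plus 5-aza-dC sensitizer; compound: one concentration, pinned; timing: compounds 3 days, fix/stain 15 min at room temperature; benchmarks: positive control ellipticine, 6 µM final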
PGC1a acetyl inh: lowers PGC1a acetylation signal in U2OS cells; AlphaScreen anti-acetyl-lysine; with virally co-expressed GCN5 acetyltransferase; inhibition, % at 15.6 µM; 350,000 tested, 0.17% active; AID 651687;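 active = every replicate shows inhibition of at least 40%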;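 note: 0% = neutral control wells and 100% = positive control wells; some results beyond the cut were filed as inactive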
S100A4 inh HTS: S100A4-myosin IIA interaction inhibition. S100A4/TAMRA-MyoIIA peptide fluorescence polarization. inhibition, % at 10.7 µM. 360,000 tested, 0.14% active;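 active = mean inhibition of at least 70% across replicates, with every replicate also reaching that level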
Target sequence (P26447 whole entry, looked up): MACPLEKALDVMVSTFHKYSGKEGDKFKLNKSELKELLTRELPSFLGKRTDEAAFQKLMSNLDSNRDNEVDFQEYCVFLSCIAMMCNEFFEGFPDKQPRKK
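Assay system: human S100A4 monomer with TAMRA-labelled myosin IIA peptide / Buffer or medium: Calcium-containing HEPES buffer, pH 7.2 / Reagent: TAMRA-labelled myosin IIA heavy-chain peptide probe, 5 nM / Compound: one dose per compound / Timing: polarization read 5 min after assay mix addition, stable 5–60 min / Benchmarks: neutral control DMSO, positive control TFP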
C2C12 statin: protects C2C12 myotubes from simvastatin toxicity; AID 602340; rescue of ATP level, % at 7.49 µM; 330,000 tested, 0.78% active; ATP luminescence, 48 h; scaled: DMSO 0, geranylgeraniol control 100;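 active = mean ATP rescue above about 67%, or every replicate alone reaching that limit, limit read from the data, passing the limit was not always enough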;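 note: myotubes were challenged with 10 µM simvastatin during compound exposure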
Cneo AK release: causes C. neoformans cell lysis | adenylate kinase release luminescence, 4 h; normalised: neutral wells 0, clomiphene wells 100 | lysis activity, % at 15 µM | 360,000 tested, 0.2% active | AID 651654;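 active = mean lysis activity across replicates of at least 80%, whatever share of replicates individually reach that level; inactive = mean lysis activity below 80%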
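Material: C. neoformans cells | Amount: Yeast cell density of 5 × 10^6 cells/mL | Medium: Fresh YPD growth medium | Dosing: Single dose | Times: Static 4 h at 37 °C with compound, 1 h detection | Detection: AK luminescence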
ERAP1 inh: inhibitors of human ERAP1 aminopeptidase; Q9NZ08; recombinant ERAP1, Leu-AMC fluorescence, 60 min; inhibition, % at 10.7 µM; 340,000 tested, 0.15% active; AID 652197;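 active = mean replicate inhibition of at least 30%, or all replicates individually reaching that 30% level; inactive = mean below 30% and not every replicate reaching it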;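 note: 0% = neutral control wells and 100% = L-leucinethiol positive control wells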
Target sequence (Q9NZ08 whole entry, looked up): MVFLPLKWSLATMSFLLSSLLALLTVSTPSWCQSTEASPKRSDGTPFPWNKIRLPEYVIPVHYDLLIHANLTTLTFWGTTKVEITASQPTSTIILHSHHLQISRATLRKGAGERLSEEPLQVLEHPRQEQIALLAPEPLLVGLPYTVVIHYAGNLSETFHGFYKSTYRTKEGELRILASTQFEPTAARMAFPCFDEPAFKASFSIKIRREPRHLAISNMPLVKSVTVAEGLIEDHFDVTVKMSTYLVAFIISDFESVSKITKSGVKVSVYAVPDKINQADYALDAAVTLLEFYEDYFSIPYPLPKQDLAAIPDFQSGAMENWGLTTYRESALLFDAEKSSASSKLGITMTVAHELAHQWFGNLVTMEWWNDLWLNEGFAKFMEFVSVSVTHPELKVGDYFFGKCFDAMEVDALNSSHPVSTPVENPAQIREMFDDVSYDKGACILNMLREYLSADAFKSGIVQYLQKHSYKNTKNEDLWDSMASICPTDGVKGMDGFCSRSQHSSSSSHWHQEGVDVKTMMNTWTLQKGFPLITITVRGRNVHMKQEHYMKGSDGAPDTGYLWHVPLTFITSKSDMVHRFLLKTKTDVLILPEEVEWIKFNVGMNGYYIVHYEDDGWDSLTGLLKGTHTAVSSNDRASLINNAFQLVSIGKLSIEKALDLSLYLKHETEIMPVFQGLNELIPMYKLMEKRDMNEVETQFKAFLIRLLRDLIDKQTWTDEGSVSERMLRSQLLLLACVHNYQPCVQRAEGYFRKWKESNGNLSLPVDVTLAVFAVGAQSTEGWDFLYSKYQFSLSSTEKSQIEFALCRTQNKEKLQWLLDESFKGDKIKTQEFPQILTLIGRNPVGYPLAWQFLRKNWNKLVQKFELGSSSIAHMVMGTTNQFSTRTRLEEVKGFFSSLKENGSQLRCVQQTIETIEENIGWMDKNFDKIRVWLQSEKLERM
The depositor's hits bear a star; x = no result given; & = joins results of further samples; ! = not confirmed by another sample.

SMILES	LGR2 antag	SIRT5 block	XiGFP reactiv	PGC1a acetyl inh	S100A4 inh HTS	C2C12 statin	Cneo AK release	ERAP1 inh
Cc1noc(C)c1NC(=O)Nc1ccc2c(c1)C(=O)N([C@H](C)CO)C[C@H](C)[C@H](CN(C)C(=O)Nc1ccc(C(F)(F)F)cc1)OCCCC[C@H](C)O2	5	3	0.5	-6	2	25	-1	0
S=C(Nc1ccccc1)Nc1cccc(Cl)c1Cl	-3	0	0.1	20	2	x	x	-2
CC(C)NC(=O)N(C)C[C@H]1Oc2c(NC(=O)Nc3cccc4ccccc34)cccc2C(=O)N([C@H](C)CO)C[C@H]1C	-5	-5	-0.7	-37	-7	17	-3	0
COc1ccc(OCC(=O)N2CCN(S(=O)(=O)c3ccc4c(c3)OCCO4)CC2)cc1	3	-5	0.0	x	-1	-3	0	15
CCOc1ccc(N2C(=O)C3C(C2=O)C3(c2ccccc2)c2ccccc2)cc1 (configuration not stated)	22	-4	0.0	5	1	x	4	-1
O=c1ccc(C(F)(F)F)cn1Cc1cc(=O)n2ccsc2n1	3	x	0.3	6	13	x	x	1
CCCCNC(=O)c1nc(C2CCN(S(=O)(=O)c3ccc(C(F)(F)F)cc3)CC2)oc1-c1ccccc1	26	-1	0.0	x	2	x	x	x
O=C(c1cnn2c(C(F)F)cc(C3CC3)nc12)N1CCc2ccccc2C1	22	x	x	-6	x	-24	0	x
Fc1ccccc1/C=C1\CCCC2=C1NC(=S)NC2c1ccccc1F (configuration not stated)	0	-3	0.0	-2	-1	x	x	0
Cc1ccc(S(=O)(=O)Nc2ccc3c(c2)C(=O)N([C@H](C)CO)C[C@@H](C)[C@H](CN(C)C(=O)NC2CCCCC2)O3)cc1	9	-2	-0.8	-2	9	0	0	3
C[C@H](CO)N1C[C@H](C)[C@H](CN(C)S(=O)(=O)c2ccc(Cl)cc2)OCc2ccccc2-c2c(n(C)c3ccccc23)C1=O	38	22*!	0.1&0.0	-16&-13	1&2	2	0	4
COc1ccccc1S(=O)(=O)NCc1ccc(C(=O)NC2CCC(O)CC2)cc1 (configuration not stated)	6	-7	0.0	-1	3	-5	0	-7
Cc1ccc(S(=O)(=O)N(C)C)cc1NC(=O)COC(=O)/C=C/c1cccs1	-8	0	0.2	x	0	-10	-1	3
CN1CCN(S(=O)(=O)c2cccc(C(=O)Nc3cccc([N+](=O)[O-])c3)c2)CC1	2	-9	0.1	x	4	x	x	0
Cc1ccc(Nc2nc(-c3cccnc3)nc3ccccc23)cc1	12	2	0.0	-46	-1	x	8	-1
COC(=O)COc1cccc(NC(=O)c2ccccc2)c1	7	x	x	5	x	6	-1	x
Cc1noc(C)c1NC(=O)Nc1ccc2c(c1)CC(=O)N([C@@H](C)CO)C[C@H](C)[C@H](CN(C)C(=O)Nc1c(C)noc1C)O2	8	1	0.2	3	13	-12	-2	-4
Cc1noc(C)c1NC(=O)N[C@@H]1C=C[C@H](CC(=O)N2CCCCC2)O[C@H]1CO	-7	-2	0.0	5	-15	3	-7	-2
CCC(C)(C)n1nnnc1C(c1ccncc1)N1CCC(C)CC1 (configuration not stated)	-14	x	x	1	x	-13	3	x
COc1ccc(OC)c(NC(=O)CSc2nnc(-c3ccncc3)s2)c1	-1	0	0.3	-9	1	x	1	-6
O=C1COc2ccc(C(=O)C[n+]3cccc(O)c3)cc2N1	-6	9	-0.2	2	-2	-3	0	x
O=C(c1ccccc1F)N1CC(=O)N2[C@@H](CO)[C@H](c3ccc(-c4ccccc4)cc3)[C@@H]2C1	0	-2	0.1	3	-1	x	x	1
NC(=NCc1ccccc1)NN=Cc1ccnc2ccccc12	6	1	0.0	x	1	x	x	9
CC(=O)OCC(=O)C1CCC2C3CCC4=CC(=O)C=CC4(C)C3CCC12C (configuration not stated)	x	x	0.0	-3	-1	1	-1	2
COc1cc(C(O)CO)ccc1O (configuration not stated)	x	-4	0.0	-2	0	2	2	-1
COc1ccc(NC2CCCN(C(=O)c3ccc(C(C)=O)s3)C2)cc1 (configuration not stated)	1	-1	0.3	-3	-1	-10	0	2
C[C@H](CO)N1C[C@H](C)[C@H](CN(C)C(=O)Nc2ccc(C(F)(F)F)cc2)Oc2ccc(NC(=O)Cc3ccccc3)cc2CC1=O	4	4	0.0	1	12	-16	2	0
Cc1cccc(NC(=S)N(Cc2cccs2)Cc2cc3cc(C)ccc3[nH]c2=O)c1	-6	-4	0.0	x	-16	x	x	12
C/C=C/c1ccc2c(c1)O[C@H](CN(C)C(=O)c1ccc3c(c1)OCO3)[C@@H](C)CN([C@H](C)CO)S2(=O)=O	7	1	-0.6	-2	9	-1	-5	3
COc1ccc(/C=N/N2C(=O)CSC2=S)cc1Br	-20	8	0.0	16	-1	33	0	1
CCN(CC(=O)NCc1ccc(F)cc1)CC(=O)NC1CCCC1	-4	-2	0.0	17	7	2	4	0
Cc1[nH][nH]c(=O)c1C(c1ccc(-c2ccc(C(=O)O)cc2)o1)c1c(C)[nH][nH]c1=O	14	7	0.0	2	-3	6	x	16
CCOc1cc(S(=O)(=O)N2CCCC2)c(C)cc1C	13	-1	0.0	8	3	x	x	2
O=C(Nc1ccc2c(c1)OCO2)N[C@@H]1CC[C@H](CCNC(=O)C2CC2)O[C@@H]1CO	5	3	-0.1	-13	-2	-3	-4	2
C=CCSc1nc2c(cnn2-c2ccc(C)c(C)c2)c(=O)[nH]1	-7	8	0.0	-7	-15	-10	2	2
CC(OC(=O)CCC1CCCCC1)C(=O)Nc1ccc(S(N)(=O)=O)cc1 (configuration not stated)	8	1	0.3	x	21	x	x	2
Nc1nccc(-c2cccs2)n1	-17	2	0.0	-1	2	x	x	2
O=C(CN1CCOCC1)NCC[C@@H]1CC[C@@H](NC(=O)Cc2ccccn2)[C@@H](CO)O1	3	3	0.3	2	2	3	-4	0
Cc1ccc(F)c(NC(=S)Nc2cccc3ccccc23)c1	-5	-1	0.1	x	-3	17	5	-3
COCC#Cc1ccc2c(c1)O[C@H](CN(C)CC1CCCCC1)[C@H](C)CN([C@H](C)CO)S2(=O)=O	7	x	0.0	-27	x	-12	x	x
CCCSc1nnc(-c2c[nH]c3ccccc23)n1C	-55	-11	0.0	-6	1	-16	1	2
NC(=O)[C@@H]1[C@H]2C(=O)O[C@H](c3ccccc3)[C@H](c3ccccc3)N2[C@H](c2ccccc2OCCO)[C@@]12C(=O)Nc1ccc(C#CCCO)cc12	x	1	x	x	-4	x	-3	-1
CC1=C(C(=O)N(C)C)CC(CC(=O)NCc2cccs2)C(=O)N1Cc1ccc(F)cc1 (configuration not stated)	-16	0	0.1	3	-17	-3	0	-6
C[C@@H]1CN([C@@H](C)CO)C(=O)c2cccc(NS(=O)(=O)c3ccc(Cl)cc3)c2O[C@@H]1CN(C)S(=O)(=O)c1ccc(F)cc1	-5	x	-1.1	1	x	0	x	x
O=C(C[C@H]1C=C[C@@H](NC(=O)CN2CCOCC2)[C@H](CO)O1)NC1CCCCC1	8	-3	0.0	2	-8	7	-3	0
O=C(CN1CCN(c2ccccc2O)CC1)NC(=O)NCc1ccco1	-20	-2	0.1	x	-3	x	x	3
C[C@H]1CN([C@@H](C)CO)C(=O)c2cccc(NC(=O)C3CCOCC3)c2O[C@@H]1CN(C)C	-2	-4	0.0	-13	23	-3	-5	0
COc1ccccc1NC(=O)c1ccc2nc(C)sc2c1	-23	-19	0.2	8	-3	-3	-8	-2
COc1ccccc1NC(=O)c1ccc(NC(=O)CNC(=O)c2ccc(OC)c(OC)c2)cc1	-15	-2	0.1	-71	0	-50	2	2
FC(F)(F)c1ccc2c(c1)C1C=CCC1C(c1ccncc1)N2 (configuration not stated)	34	1	0.0	1	-22	x	x	6

The results go on.
SMILES	LGR2 antag	SIRT5 block	XiGFP reactiv	PGC1a acetyl inh	S100A4 inh HTS	C2C12 statin	Cneo AK release	ERAP1 inh
CCC(CC)C(=O)Nc1cccc(C(=O)NCCc2ccccc2)c1	-34	-3	0.1	-8	-1	x	x	-9
O=C1/C(=C/c2cccc(F)c2)SC(=S)N1NS(=O)(=O)c1ccccc1	4	1	0.1	x	-2	x	x	9
CSc1nnc(-c2ccc(S(=O)(=O)N3CCCCC3)cc2)o1	0	-1	0.3	1	-2	1	5	-2
CC(=O)C1C(=O)c2c(cccc2[N+](=O)[O-])C1=Nc1ccccc1C (configuration not stated)	-30	-6	x	x	3	x	x	-1
O=C(NCCc1ccccc1)C1CCN(S(=O)(=O)c2ccc(Br)s2)CC1	1	x	0.0	-8	x	x	2	x
CN(C(=O)CSc1nnc(-c2ccc(F)cc2)c2ccccc12)C1CCS(=O)(=O)C1 (configuration not stated)	16	2	-0.1	15	-4	3	3	-3
CCc1cc(=O)oc2c(C)c(OCC(=O)NCC3CCC(C(=O)O)CC3)ccc12 (configuration not stated)	x	-2	x	5	0	-1	2	2
COc1ccc(S(=O)(=O)Nc2cccc3c2O[C@H](CN(C)C(=O)NC(C)C)[C@H](C)CN([C@@H](C)CO)C3=O)cc1	21	-3	-0.7	0	-7	x	1	0
CCNC(=O)[C@H]1[C@H](CO)[C@H]2Cn3c(ccc(-c4ccc(F)cc4)c3=O)[C@@H]1N2C(C)=O	7	-27	0.3	x	-14	14	0	0
COc1cc(S(=O)(=O)N2CCN(C(=O)c3ccco3)CC2)c(OC)cc1C	-14	0	0.1	13	2	9	-2	4
CCOC(=O)c1c(C)[nH]c(C(=O)OCC(=O)Nc2sc(C(=O)N(C)C)c(C)c2C(=O)OCC)c1C	-1	0	0.2	x	-4	-12	2	2
CC(C)N1C(=O)[C@@]2(Cc3ccccc31)c1ccccc1C(=O)N(Cc1ccccc1Cl)[C@H]2c1ccc(CO)cc1	x	0	x	11	2	x	1	-1
CC(C)NC(=O)Nc1ccc2c(c1)C(=O)N([C@H](C)CO)C[C@H](C)[C@H](CN(C)C(=O)C1CCCCC1)OCCCC[C@H](C)O2	25	x	0.2	4	x	16	x	x
COc1ccc2c3c([nH]c2c1)[C@@H](CO)N(C(=O)C1CCOCC1)CC31CN(C(=O)NC(C)C)C1	-11	-3	0.0	-6	30	x	x	1
COc1ccc(Cl)cc1NC(=O)COC(=O)c1cc(C)oc1C	5	-4	0.0	10	-3	-36	1	-9
Cc1ccc(S(=O)(=O)Nc2ccc3c(c2)C(=O)N(C)[C@H]2CC[C@@H](CC(=O)NCCc4ccncc4)O[C@H]2CO3)cc1	10	-2	0.0	-5	6	-5	0	-2
O=C(Oc1ccc(Br)cc1)c1n[nH]c(=O)c2ccccc12	20	1	0.0	3	0	-3	x	-3
CSCC[C@@H](C(=O)Nc1ccc2c(c1)OCCO2)N1Cc2ccccc2C1=O	-23	x	-0.1	-4	4	3	-3	-1

Sorted by the number under LGR2 antag (lowest first): 3 from the list above.
| smiles | LGR2 antag | SIRT5 block | PGC1a acetyl inh | S100A4 inh HTS | ERAP1 inh |
| --- | --- | --- | --- | --- | --- |
| COc1ccc(/C=N/N2C(=O)CSC2=S)cc1Br | -20 | 8 | 16 | -1 | 1 |
| CCN(CC(=O)NCc1ccc(F)cc1)CC(=O)NC1CCCC1 | -4 | -2 | 17 | 7 | 0 |
| Cc1noc(C)c1NC(=O)Nc1ccc2c(c1)C(=O)N([C@H](C)CO)C[C@H](C)[C@H](CN(C)C(=O)Nc1ccc(C(F)(F)F)cc1)OCCCC[C@H](C)O2 | 5 | 3 | -6 | 2 | 0 |

These rows are one share of the data; the hit share may differ from the screen's.
